Tn6 DDE FP – DD(E)-Tn6 binding inhibition, primary FP screen. P02675. Fibrin DD(E) TRITC-Tn6 fluorescence polarization displacement. inhibition, % at 8.3 µM. 370,000 compounds, 0.21% hits. AID 720509;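 active = inhibition above a per-campaign cutoff: mean of compounds within control limits plus 3 SD, cut at about 15% in these data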;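 also: 0% = median of all compound wells on the plate and 100% = blocking peptide control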
HGIII-sPLA2 inh – Inhibits HGIII-sPLA2 liposome hydrolysis, primary screen | QFRET BODIPY PC-A2 liposome hydrolysis, fluorescence | inhibition, % at 12.2 µM | 370,000 compounds, 0.56% hits;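 active = inhibition above mean plus 3 SD of compounds lying within the high and low control bounds, cut at about 19% in these data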;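 also: 0% = median of test compound wells and 100% = no enzyme DMSO wells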
PLC-beta3 inh – blocks human PLC-beta3 enzyme activity; Q01970; 370,000 compounds, 0.18% hits; Purified PLC-beta3, fluorogenic substrate, fluorescence; inhibition, % at 12.2 µM; in the data active = inhibition above about 11%;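 also: 0% = median of compound wells on plate and 100% = full blocker control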
UHRF1 binding – human UHRF1 methylated DNA binding inhibitors; inhibition, % at 4.4 µM; UHRF1 binding to methylated oligo, TR-FRET; Q96T88; 370,000 compounds, 0.75% hits; in the data active = inhibition above about 21%;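 also: UHRF1 SRA domain binding a hemimethylated CpG hairpin DNA probe; 0% = median of test compound wells and 100% = reference inhibitor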
Target sequence (Q96T88 whole entry, looked up, the tested form may be a part): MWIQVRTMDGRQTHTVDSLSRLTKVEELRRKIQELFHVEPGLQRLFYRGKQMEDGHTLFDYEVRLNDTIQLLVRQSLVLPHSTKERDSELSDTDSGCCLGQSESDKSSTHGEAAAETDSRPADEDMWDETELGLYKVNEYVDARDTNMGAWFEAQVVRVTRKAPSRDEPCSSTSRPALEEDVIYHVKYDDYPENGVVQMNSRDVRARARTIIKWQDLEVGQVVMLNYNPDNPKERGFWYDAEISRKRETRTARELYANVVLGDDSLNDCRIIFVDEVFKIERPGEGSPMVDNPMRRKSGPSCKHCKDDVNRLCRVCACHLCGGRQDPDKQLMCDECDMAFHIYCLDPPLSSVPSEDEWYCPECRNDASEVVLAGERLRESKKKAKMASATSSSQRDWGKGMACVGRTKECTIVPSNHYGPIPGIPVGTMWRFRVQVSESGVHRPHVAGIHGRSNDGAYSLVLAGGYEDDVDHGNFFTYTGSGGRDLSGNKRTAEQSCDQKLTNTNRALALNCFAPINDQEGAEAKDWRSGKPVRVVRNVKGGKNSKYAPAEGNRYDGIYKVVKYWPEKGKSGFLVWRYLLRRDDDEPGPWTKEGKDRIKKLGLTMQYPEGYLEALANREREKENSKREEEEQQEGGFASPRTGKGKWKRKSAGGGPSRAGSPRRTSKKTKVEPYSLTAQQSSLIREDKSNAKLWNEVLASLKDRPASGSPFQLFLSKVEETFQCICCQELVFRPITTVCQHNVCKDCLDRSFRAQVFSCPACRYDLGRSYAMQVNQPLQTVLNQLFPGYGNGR
ASAP1 GAP inh – ASAP1 ArfGAP inhibition; Q9ULH1; ASAP1-stimulated ARF1 GTP hydrolysis, GDP FP detection; inhibition, % at 16.5 µM; 360,000 compounds, 0.19% hits; in the data active = inhibition above about 25%;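 also: 0% = vehicle with enzyme and substrate and 100% = no enzyme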
ARFGAP1 inh – inhibitors of rat ARFGAP1; Q62848; Arfgap1-stimulated ARF1 GTP hydrolysis, GDP FP detection; inhibition, % at 16.5 µM; 360,000 compounds, 0.26% hits; AID 651572;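 active = inhibition above a per-plate limit, mean inhibition of low control wells plus 3 SD, cut at about 25% in these data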;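 also: 0% = DMSO wells with enzyme and 100% = wells lacking Arfgap1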
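Material – truncated rat Arfgap1 GAP domain · Buffer or medium – HEPES-based buffer, pH 7.5 · Reagent – human ARF1(Δ1-17)-GTP substrate · Dosing – 16.5 µM single point, 1.26% DMSO · Schedule – GTP hydrolysis reaction 2 h at 25 °C · Technique – GDP detection by fluorescence polarization · Benchmarks – No-Arfgap1 wells (100%) versus DMSO full-reaction wells (0%) · Repeats – single replicate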
Rev-erbA mod – modulates human Rev-erb alpha binding to DNA; P20393; Rev-erbα–FITC-DNA binding, fluorescence polarization, 90 min; activity, % at 10 µM; 370,000 compounds, 0.79% hits; AID 1259318;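 active = activity above about 14%, limit read from the data; passing the limit was not always enough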;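 also: 0% = DMSO wells with 35 nM protein and 100% = DMSO wells with 750 nM protein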
Tn7 DDE FP – disrupts Tn7 cyclic peptide binding to fibrin D-Dimer-E complex; 370,000 compounds, 0.13% hits; inhibition, % at 8.3 µM; FP displacement of FITC-Tn7 peptide from fibrin DD(E); 0% = median of compound wells per plate;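 active = inhibition above the mean of compounds falling within the control limits plus 3 SD of them, cut at about 14% in these data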;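 also: 0% = plate median of compound wells and 100% = 10 µM Aha-Tn7 peptide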
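Test system – human fibrin DD(E) · Times – 10 min preincubation, 3 h with tracer, room temperature · Detection – fluorescence polarization of the labelled Tn7 tracer · Measure – percent inhibition normalized to high-control wells · Benchmarks – high control wells with 10 µM unlabelled Aha-Tn7 peptide (full inhibition) · Repeats – singlicate testing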
proKLK7 act – activates the human kallikrein-7 zymogen; P49862; 370,000 compounds, 0.9% hits; purified proKLK7, EDANS-DABCYL substrate fluorescence; 100% is mature enzyme control, 0% vehicle; activation, % at 7 µM;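 active = activation above the mean of all tested compounds plus 3 SD, computed per campaign excluding outliers beyond control limits, cut at about 13% in these data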
Target sequence (P49862 whole entry, looked up): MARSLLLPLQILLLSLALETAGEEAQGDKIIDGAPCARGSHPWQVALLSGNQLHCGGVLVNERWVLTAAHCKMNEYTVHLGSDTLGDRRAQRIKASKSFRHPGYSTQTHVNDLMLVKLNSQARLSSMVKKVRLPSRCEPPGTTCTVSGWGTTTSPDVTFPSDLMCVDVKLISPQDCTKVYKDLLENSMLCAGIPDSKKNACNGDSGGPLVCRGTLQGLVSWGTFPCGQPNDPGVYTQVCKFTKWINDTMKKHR
PLCg1 inh – PLC-gamma1 (human) inhibition, primary screen; P19174; purified PLC-gamma1, fluorogenic substrate, fluorescence; inhibition, % at 12.2 µM; 370,000 compounds, 0.84% hits; AID 720700; in the data active = inhibition above about 9.5%
Starred values were filed as active, the others as inactive; i = inactive; nt = not tested or not shown.

SMILES	Tn6 DDE FP	HGIII-sPLA2 inh	PLC-beta3 inh	UHRF1 binding	ASAP1 GAP inh	ARFGAP1 inh	Rev-erbA mod	Tn7 DDE FP	proKLK7 act	PLCg1 inh
COc1ccc(Br)c(-c2nc(CS(=O)(=O)c3ccc(F)cc3)no2)c1	1	-17	-12	-2	-3	0	-1	1	0.8	-2
CCn1cc(CN2CCCC(C(=O)Nc3ccc(-c4cscn4)cc3)C2)cn1 (configuration not stated)	13	1	-6	1	3	3	-2	2	0.6	6
COc1cc2ncnc(Nc3ccc4c(c3)OCO4)c2cc1OC	0	0	-21	0	-13	-2	-3	3	0.2	-12
CCN(CC)S(=O)(=O)c1ccc(N2CCOCC2)c(NC(=O)C(C)(C)C)c1	0	-5	-4	1	16	5	5	2	0.1	4
Cc1cccc(OCc2nnc(SCC(=O)O)n2Cc2ccccc2)c1	9	0	-12	0	-19	-13	4	5	-0.1	-3
O=C(Oc1ccccc1)c1ccc2c(c1)C(=O)N(Cc1ccncc1)C2=O	0	-1	-8	0	11	11	2	-9	0.2	0
NC(N)=NCCC[C@H](NC(=O)OCc1ccccc1)C(=O)O	4	3	2	-1	-7	-5	3	5	-1.3	1
Cc1c(C)c2ccc(OS(C)(=O)=O)c(C)c2oc1=O	-3	0	-45	1	-3	1	-5	-9	-10	-39
N=C1C(c2ccccc2)=C(O)CN1c1cccc(S(=O)(=O)Nc2cccc(C(F)(F)F)c2)c1	3	-9	-1	-2	-3	9	0	1	0.8	2
COc1cccc(NS(=O)(=O)c2ccc(NC(C)=O)cc2)c1	-4	-1	1	-2	-7	2	1	-1	-0.3	4
Cc1ccc(-c2nnc3n2N=C(c2ccc4ccccc4c2)CS3)cc1	-1	1	0	-1	nt	nt	-13	6	0.2	0
CCCCN(C(=O)c1cccc(S(=O)(=O)N2CCOCC2)c1)c1c(N)n(CCC)c(=O)[nH]c1=O	0	12	-8	-1	11	10	3	3	0.1	0
O=C(Nc1nc2c(s1)CCc1ccccc1-2)c1cccs1	-11	-3	-102	-5	0	-5	8	2	14*	-81
COc1ccc(-c2csc(NC(=O)C3CC(=O)N(Cc4ccccc4)C3)n2)cc1OC (configuration not stated)	-4	-27	-19	4	13	5	-10	5	1.1	-8
CCOc1ccc(-n2c(-c3ccc(OC)cc3)c[n+]3c2CCCCC3)cc1	8	1	1	-4	-3	2	-1	2	0.0	-1
COCCn1c(C(C)C)nc2oc3ccccc3c(=O)c2c1=O	2	1	0	2	-4	-4	-6	1	0.1	2
Cc1ccc(Sc2ncccc2C(=O)NCc2cc([N+](=O)[O-])ccc2O)c(C)c1	2	-16	-6	-2	-1	-11	4	0	-0.1	2
Oc1ccc2cccnc2c1	-1	5	-347	0	-5	-8	-2	-9	-43	-296
CN(C1=NC(=O)C(CC(=O)Nc2ccc(Br)cc2)S1)c1ccc(O)cc1 (configuration not stated)	2	-23	0	1	4	8	5	-2	0.1	-1
CCOc1ccccc1NC(=O)CSc1nc2nc(-c3cccs3)cc(C(F)(F)F)c2c(=O)[nH]1	-3	-18	-104	4	-1	-3	-7	-2	6.7	-69
OC(COc1c(F)cc(Br)cc1F)CN1CCOCC1 (configuration not stated)	1	1	-2	0	2	-17	3	-3	-0.5	-1
COCCNC(=O)C[C@H]1CC[C@H]2[C@@H](COc3ccc(NS(=O)(=O)c4ccc(Cl)cc4)cc3C(=O)N2C)O1	-7	-7	8	4	nt	nt	14	1	0.3	8
CCOC(=O)c1c(-c2ccc(C)cc2)csc1NC(=O)C1CC=CCC1C(=O)O (configuration not stated)	-1	-3	-4	-3	-4	-3	4	2	-0.3	1
CN(Cc1ccc(C(F)(F)F)cc1)C(=O)c1ccc(Oc2ccccc2)cc1	-1	-2	-8	1	0	-6	5	4	-0.1	0
CCCCn1c(N)c(N(CCOC)C(=O)c2cnccn2)c(=O)[nH]c1=O	2	13	-9	1	5	-1	-5	-1	-0.2	-1
More records
SMILES	Tn6 DDE FP	HGIII-sPLA2 inh	PLC-beta3 inh	UHRF1 binding	ASAP1 GAP inh	ARFGAP1 inh	Rev-erbA mod	Tn7 DDE FP	proKLK7 act	PLCg1 inh
COc1ncnc2c1ncn2CCCN(C)CCc1ccccn1	-7	10	1	3	11	5	0	3	-1.0	2
O=C(OCCC1Oc2cccnc2NC1=O)c1ccc(F)cc1 (configuration not stated)	-4	-7	-4	0	-16	-2	-1	1	0.5	-1
COCCOC(=O)c1[nH]c2c(c1C)C(=O)CC(c1ccc(OC)c(OC)c1)C2 (configuration not stated)	2	-8	-3	-1	0	19	-1	-5	0.6	-1
CCCCCC(=O)Nc1nnn(CCC)n1	-7	-3	7	0	6	5	3	-1	0.1	1
CN(C)c1nc(N)nc(CSc2nnnn2C)n1	-4	5	4	-2	3	17	-1	6	-0.5	1
O=C(O)CC(CC(=O)O)n1cccc1	11	0	2	11	7	6	2	2	0.8	0
COC(=O)C[C@H]1C=C[C@H](NC(=O)Nc2ccccc2OC)[C@@H](CO)O1	0	8	2	3	-2	-8	-2	0	0.8	0
CCOC(=O)C1=CCN(S(=O)(=O)c2cccc(Cl)c2)C1c1ccc(Cl)c(Cl)c1 (configuration not stated)	7	-12	-2	-3	-6	-7	-3	8	-0.3	-2
CCCN(CC(=O)Nc1cc(C)on1)S(=O)(=O)c1cccc(C(F)(F)F)c1	7	0	-3	-1	-16	9	-4	5	0.4	-3
O=C(NCc1nc2ccccc2[nH]1)C1=C[C@@H](C2CCCCC2)C[C@@H](OCc2ccc(CO)cc2)O1	-1	-6	1	-3	-8	-10	1	-4	-0.3	0
Cc1ccc(S(=O)(=O)N2[C@@H](c3ccccc3F)C(C(=O)O)=CC[C@H]2c2ccc3c(c2)OCO3)cc1	-7	-4	-5	-1	9	11	-3	-5	0.4	-2
C=CCc1ccc(OCc2ccc(C(=O)O)o2)c(OC)c1	-1	-1	-3	6	-4	-2	0	2	0.3	-1
Cc1cc2c(c(=O)n1CCN(C)C)C(c1ccc(Cl)cc1)C(C#N)=C(N)O2 (configuration not stated)	-1	-1	3	-2	-2	9	-7	5	0.7	-1
Cn1c(NC(=O)/C=C/c2ccccc2)cc(=O)n(C)c1=O	1	4	5	-1	-10	-9	-8	-1	0.3	5
Cc1cc(NC(=O)CCC(=O)N(c2ccccc2)C(C(=O)NC2CCCC2)c2ccccc2F)no1 (configuration not stated)	4	0	1	0	4	-2	-1	0	0.0	5
COc1ccc(NC(=O)NC(C)c2ccncc2)cc1OC (configuration not stated)	-1	-3	1	9	-8	-3	-5	0	-0.3	0
CCN(CC(=O)NCc1cccs1)c1nnnn1-c1ccccc1	7	-2	-1	2	-6	-12	-5	8	-0.2	-2
CC1CCCN(C(=O)Cc2cn(Cc3cccc(Cl)c3)c3ccccc23)C1 (configuration not stated)	-4	-52	-2	2	5	12	3	-1	0.0	2
CCC(NC(=O)Cc1c(C)c2c(cc(C)c3c(C)c(C)oc32)oc1=O)C(=O)O (configuration not stated)	-1	-2	i	-7	-3	1	3	8	23*	i
Nn1cc(-c2ccccc2)nc1SCC(=O)N1CCN(S(=O)(=O)c2ccccc2)CC1	2	1	-9	-3	-6	8	-4	0	-0.5	-10
O=C(Nc1ccccc1)c1cc(S(=O)(=O)Nc2cccnc2)ccc1Cl	-4	-1	-3	3	-8	2	10	-4	-0.4	2
O=C(Cc1ccc(Br)cc1)Nc1ccc(Cl)cc1	-1	-5	7	0	6	-5	0	1	0.0	2
CC1(Cc2cccc(C(F)(F)F)c2)C(=O)Nc2c(Cl)ccc(Cl)c21 (configuration not stated)	2	-5	-4	-1	7	10	-1	-8	0.6	-2
O=C(NCC(F)(F)F)Nc1nnc(C(F)(F)F)s1	-3	6	1	0	6	17	10	2	0.1	-1
CCCN1C(=O)/C(=C2/C=Cc3ccccc3N2CC)SC1=S	-5	21*	0	8	-1	7	9	1	-0.1	9
Next compounds:
SMILES	Tn6 DDE FP	HGIII-sPLA2 inh	PLC-beta3 inh	UHRF1 binding	ASAP1 GAP inh	ARFGAP1 inh	Rev-erbA mod	Tn7 DDE FP	proKLK7 act	PLCg1 inh
C1CCN(Cc2nnnn2C2CCCC2)CC1	2	0	1	0	-9	1	-3	3	0.0	1
O=C1CCCC/C1=C/Nc1cccc(C(F)(F)F)c1	-3	-19	2	24*	1	20	11	-4	-1.0	-1
COc1ccc(N(C(=O)c2cc3ccccc3oc2=O)C2C=CS(=O)(=O)C2)cc1 (configuration not stated)	5	-1	-4	-3	-2	-5	11	3	0.1	2
Cc1cc(F)ccc1NS(=O)(=O)c1cccc2nsnc12	3	-6	-3	-1	-12	9	-2	2	0.2	2
Cc1cc2c(c(=O)o1)C1(C(=O)N(C)c3ccccc31)C(C#N)=C(N)O2 (configuration not stated)	5	2	-2	1	0	11	1	-3	0.8	-2
NC(=O)c1ccsc1NC(=O)COC(=O)Cc1ccccc1[N+](=O)[O-]	-7	-7	1	-2	-6	2	-7	1	0.1	2
O=C(Nc1nc2ccc(F)cc2s1)c1cccc(S(=O)(=O)N2CCc3ccccc32)c1	-1	-5	-6	5	0	1	-1	3	-1.7	-11
CCOC(=O)C1=NN(C(=O)c2ccc(C)cc2)C(O)(c2ccc(Cl)cc2)C1 (configuration not stated)	4	-14	-5	2	2	-7	8	-17	0.3	0
CN(C(=O)COC(=O)c1ccccc1OCc1ccc(F)cc1)C1CCS(=O)(=O)C1 (configuration not stated)	5	19	-2	4	6	14	2	2	-0.5	1
CCCN1CCN(C(=O)C2CCCN(c3ncnc4c3nc3n4CCCCC3)C2)CC1 (configuration not stated)	-6	-1	1	0	16	-7	-1	1	-0.1	0
N#Cc1ccc(N2CCc3ccccc3C2)c([N+](=O)[O-])c1	1	-14	-1	-1	3	-1	1	-12	-0.4	-3
N#Cc1ccc(OC(=O)c2cnccn2)cc1	-1	2	0	1	-9	-6	-2	-3	-0.2	3
CCc1c(C(=O)Nc2ccccc2C(N)=O)csc1C	-4	-1	-9	0	-3	11	-5	-2	0.2	-6
CCCCCCCCN1C(=O)[C@H](CC(=O)N2CCCC2)C[C@@]2(C(=O)OC)CCCCC=C12	-3	1	3	0	0	-2	-1	-4	0.6	2
CSc1nsc(N/N=C/c2ccc3c(c2)OCO3)c1C#N	0	3	-18	-2	-2	-3	6	8	-0.4	-9

Three compounds already listed, arranged by formula weight, rising.
SMILES	Tn6 DDE FP	HGIII-sPLA2 inh	PLC-beta3 inh	UHRF1 binding	ASAP1 GAP inh	ARFGAP1 inh	Rev-erbA mod	Tn7 DDE FP	proKLK7 act	PLCg1 inh
NC(=O)c1ccsc1NC(=O)COC(=O)Cc1ccccc1[N+](=O)[O-]	-7	-7	1	-2	-6	2	-7	1	0.1	2
CN(C(=O)COC(=O)c1ccccc1OCc1ccc(F)cc1)C1CCS(=O)(=O)C1 (configuration not stated)	5	19	-2	4	6	14	2	2	-0.5	1
CCCCCCCCN1C(=O)[C@H](CC(=O)N2CCCC2)C[C@@]2(C(=O)OC)CCCCC=C12	-3	1	3	0	0	-2	-1	-4	0.6	2

Compound activity deposited in PubChem by several laboratories.
